Assay outcomes deposited in PubChem by Broad Institute.
miR-122 sensor – miR-122 Renilla sensor signal increase in Huh7, primary screen, miR-122 inhibitor project, cell-based, single point, plate reader | Huh7 miR-122 Renilla luciferase sensor, 48 h; neutral wells = 0, positive control = 100 | activation (reporter increase), % at 12.5 µM | 0.3% of 340,000 active;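 active = mean replicate activation score at least 90 and every replicate individually at or above 90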;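 also: higher luciferase means less miR-122 activity so hits act as miR-122 inhibitors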
esBAF inh – Bmi1 luciferase reporter increase in mESCs, primary screen, esBAF inhibitor project, mouse ES cells, Bmi1 luciferase knock-in, single point; reporter increase, % at 12.5 µM; 2% of 350,000 active; 24 h; 100% = twice the neutral-well signal; AID 602393, 2012; in the data active = activation above about 40%;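 also: 0% = median of the plate's neutral control wells and 100% = double that signal; a rise in the Bmi1 reporter signal indicates esBAF inhibition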
SIRT5 inh – SIRT5 desuccinylase inhibitors, primary screen, biochemical, fluorescence imaging, single point, set 5; AID 652115, 2013; inhibition, % at 15 µM; Purified SirT5, succinyl-peptide AMC, trypsin-coupled fluorescence; 1.1% of 330,000 active; in the data active = inhibition above about 15%
Target sequence (Q9NXA8 whole entry, looked up): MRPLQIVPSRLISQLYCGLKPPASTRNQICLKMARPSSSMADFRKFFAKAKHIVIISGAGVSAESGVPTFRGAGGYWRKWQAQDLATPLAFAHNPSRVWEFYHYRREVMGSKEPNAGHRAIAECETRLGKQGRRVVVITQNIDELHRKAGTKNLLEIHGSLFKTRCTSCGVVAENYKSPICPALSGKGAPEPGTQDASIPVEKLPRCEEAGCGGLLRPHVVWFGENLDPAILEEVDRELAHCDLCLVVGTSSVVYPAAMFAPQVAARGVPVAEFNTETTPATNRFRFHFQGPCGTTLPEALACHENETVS
ERp5 block – inhibitors of ERp5-driven insulin aggregation, primary screen, biochemical, turbidity, absorbance 650 nm, single point; Protein disulfide-isomerase A6 (Homo sapiens), Q15084; AID 651711, 2012; 90 min; 0.05% of 350,000 active; inhibition, % at 9.99 µM;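 active = mean replicate inhibition above about 25%, with every replicate also reaching it, limit read from the data, passing the limit was not always enough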
Target sequence (Q15084 whole entry, looked up): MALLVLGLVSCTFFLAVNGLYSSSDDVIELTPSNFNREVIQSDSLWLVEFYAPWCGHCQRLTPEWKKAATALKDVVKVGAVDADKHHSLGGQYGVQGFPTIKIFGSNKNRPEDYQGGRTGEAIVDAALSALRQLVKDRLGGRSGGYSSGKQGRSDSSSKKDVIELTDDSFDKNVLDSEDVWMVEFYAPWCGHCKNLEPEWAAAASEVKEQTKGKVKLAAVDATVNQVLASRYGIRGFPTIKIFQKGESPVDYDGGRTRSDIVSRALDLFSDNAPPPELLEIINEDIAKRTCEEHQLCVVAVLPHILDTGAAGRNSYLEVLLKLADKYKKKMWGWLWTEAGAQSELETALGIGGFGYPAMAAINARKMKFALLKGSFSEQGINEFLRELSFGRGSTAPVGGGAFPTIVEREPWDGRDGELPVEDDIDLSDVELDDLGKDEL
Cneo AK release – Cryptococcus neoformans cell lysis inducers, primary screen, AK release luminescence, single concentration. C. neoformans lysis, adenylate kinase release luminescence, 4 h; normalised: neutral wells 0, clomiphene wells 100. lysis activity, % at 15 µM. 0.2% of 360,000 active. AID 651654, 2012;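 active = mean lysis activity across replicates of at least 80%, whatever share of replicates individually reach that level; inactive = mean lysis activity below 80%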
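Material – log-phase Cryptococcus neoformans yeast cells · Input – 5 × 10^6 yeast cells/mL · Medium – fresh YPD growth medium · Doses – single compound concentration per well · Timing – static 4 h at 37 °C with compound, 1 h detection · Detection – adenylate kinase release luminescence · Read-out – signal increase indicating cell lysis · Control set – Clomiphene as positive lysis control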
ARNT TACC3 PPI – disruptors of ARNT/TACC3 protein interaction, primary screen, biochemical, AlphaScreen, single concentration; AlphaScreen His-ARNT PAS-B/GST-TACC3 binding, luminescence; TACC3 fragment carries E629A point mutation; Transforming acidic coiled-coil-containing protein 3 (Homo sapiens), Q9Y6A5; inhibition, % at 9.99 µM; AID 623870, 2012; 0.66% of 390,000 active;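 active = mean inhibition of replicates at least 50% and at least half of replicates each reaching 50%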;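 also: 0% = complete ARNT plus TACC3 wells and 100% = ARNT alone without TACC3; many hits fall short of the cut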
C2C12 statin – suppressors of statin myotoxicity in C2C12 myotubes, primary screen, cell-based, single point, plate reader; AID 602340, 2012; C2C12 myotubes + simvastatin, ATP luminescence, 48 h; scaled: DMSO 0, geranylgeraniol control 100; rescue of ATP level, % at 7.49 µM; 0.78% of 330,000 active;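 active = mean ATP rescue above about 67%, or every replicate alone reaching that limit, limit read from the data, passing the limit was not always enough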;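 also: myotubes were challenged with 10 µM simvastatin during compound exposure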
* = called active by the depositor; . = not tested or not shown; & = joins results of further samples; [ ] = remark or other dose.

entry	SMILES	miR-122 sensor	esBAF inh	SIRT5 inh	ERp5 block	Cneo AK release	ARNT TACC3 PPI	C2C12 statin
1	C[C@@H]1CN([C@@H](C)CO)C(=O)c2cc(N(C)C)ccc2O[C@@H](C)CCCCO[C@@H]1CN(C)C	5[16.7 µM]	-4	1	-7	-5	-4	8
2	CC(C)NC(=O)Nc1ccc2c(c1)C(=O)N([C@@H](C)CO)C[C@@H](C)[C@@H](CN(C)C(=O)NC1CCCCC1)OCCCC[C@@H](C)O2	-3[16.7 µM]	.	5	0	1	-11	.
3	C[C@H]1CN([C@@H](C)CO)C(=O)Cc2cc(NC(=O)CCC(F)(F)F)ccc2O[C@H]1CN(C)Cc1ccc(C(F)(F)F)cc1	-9[16.7 µM]	1&0	5	-1	14&1	1&2	25&16
4	COc1ccc(CNC(=O)Cn2cc3c(n2)CCCCC3)cc1	0	-2	.	-6	0	-3	7
5	CCCN1/C(=C(/C#N)C2=NS(=O)(=O)c3ccccc32)N(C)c2ccccc21	-1	0	3	-2	9	5	1
6	c1cc(-c2nnc3n2CCCCC3)ccn1	-3	-4	.	.	-1	-3	3
7	COc1cc(C)c(CNc2cc(C)cc(C)c2)cc1C	-1	8	.	.	1	3	-5
8	CS(=O)(=O)N1N=C(c2ccco2)CC1c1ccco1 (configuration not stated)	.	0	0	7	0	34	1
9	O=C(c1cccc(F)c1)N1C[C@@H]2[C@H](c3ccccc31)[C@H](CO)N2C(=O)C1CCOCC1	-14[16.7 µM]	-3	-5	3	9	-4	-16
10	O=C1N/C(=N/c2ccccn2)SC1Cc1ccccc1 (configuration not stated)	-5	3	.	.	2	10	-5

Five compounds from above with just miR-122 sensor, esBAF inh and ARNT TACC3 PPI.
| No. | Compound | miR-122 sensor | esBAF inh | ARNT TACC3 PPI |
| --- | --- | --- | --- | --- |
| 6 | c1cc(-c2nnc3n2CCCCC3)ccn1 | -3 | -4 | -3 |
| 7 | COc1cc(C)c(CNc2cc(C)cc(C)c2)cc1C | -1 | 8 | 3 |
| 8 | CS(=O)(=O)N1N=C(c2ccco2)CC1c1ccco1 (configuration not stated) | . | 0 | 34 |
| 9 | O=C(c1cccc(F)c1)N1C[C@@H]2[C@H](c3ccccc31)[C@H](CO)N2C(=O)C1CCOCC1 | -14[16.7 µM] | -3 | -4 |
| 10 | O=C1N/C(=N/c2ccccn2)SC1Cc1ccccc1 (configuration not stated) | -5 | 3 | 10 |

The main list resumes, repeating the five entries before the break.
entry	SMILES	miR-122 sensor	esBAF inh	SIRT5 inh	ERp5 block	Cneo AK release	ARNT TACC3 PPI	C2C12 statin
6	c1cc(-c2nnc3n2CCCCC3)ccn1	-3	-4	.	.	-1	-3	3
7	COc1cc(C)c(CNc2cc(C)cc(C)c2)cc1C	-1	8	.	.	1	3	-5
8	CS(=O)(=O)N1N=C(c2ccco2)CC1c1ccco1 (configuration not stated)	.	0	0	7	0	34	1
9	O=C(c1cccc(F)c1)N1C[C@@H]2[C@H](c3ccccc31)[C@H](CO)N2C(=O)C1CCOCC1	-14[16.7 µM]	-3	-5	3	9	-4	-16
10	O=C1N/C(=N/c2ccccn2)SC1Cc1ccccc1 (configuration not stated)	-5	3	.	.	2	10	-5
11	Cc1ccc(NS(=O)(=O)c2c(C)[nH]c(=O)[nH]c2=O)c(C)c1	-4	-7	-7	6	2	6	5
12	COc1ccc(S(=O)(=O)N(C)C[C@@H]2Oc3ccc(NC(=O)Nc4ccccc4)cc3CC(=O)N([C@H](C)CO)C[C@H]2C)cc1	1[16.7 µM]	3	2	2	1	-1	26
13	CSc1cccc(NC(=O)/C=C/c2ccco2)c1	.	.	1	7	.	0	.
14	COc1cc(NC(=O)CSc2nnc3ccccn23)cc(OC)c1	0	-6	-7	-5	0	1	-2
15	COCCNC(=O)C(c1ccc(C)cc1)N(C(=O)CCC(=O)Nc1ccccn1)c1ccccc1C (configuration not stated)	-4	.	.	-3	0	-3	.
16	CCOc1ccc(CCNC(=O)CN2C(=O)NC3(CCCc4ccccc43)C2=O)cc1OCC (configuration not stated)	-3	.	-3	-3	.	0	.
17	CCOC(=O)N1CCc2c(sc3c2C(=O)NC(c2ccccc2)N3)C1 (configuration not stated)	-3	24	.	.	-1	24	13
18	Cc1ccc(NC(=O)CNc2ccc(OC(C)C)cc2)cc1	4	26	.	.	-21	2	-17
19	COc1ccccc1C(C(=O)NCc1ccccc1)N(C(=O)c1csnn1)C1CC1 (configuration not stated)	3	-1	-2	0	5	-4	8
20	O=C(NCC[C@H]1CC[C@H](NS(=O)(=O)c2ccccc2)[C@H](CO)O1)c1cc(Cl)cc(Cl)c1	16[16.7 µM]	2	0	1	0	20	14

Later entries:
entry	SMILES	miR-122 sensor	esBAF inh	SIRT5 inh	ERp5 block	Cneo AK release	ARNT TACC3 PPI	C2C12 statin
21	Cc1noc(C)c1NC(=O)Nc1ccc2c(c1)C(=O)N([C@@H](C)CO)C[C@@H](C)[C@H](CN(C)Cc1ccncc1)O2	-4[16.7 µM]	3	-8	9	-2	-3	9
22	CC1CCC(C(C)C)C(OC(=O)Cn2c(-c3ccc(Br)cc3)[n+](C)c3ccccc32)C1 (configuration not stated)	-2&-22	-54	-3&0	-2&4	0	-8&6	-157
23	COc1ccccc1/C=C/C=N/NC(=O)c1cc(-c2ccc(C)o2)[nH]n1	4	20	1	-7	.	4	1
24	C[C@@H]1CN([C@H](C)CO)C(=O)c2cc(NS(=O)(=O)c3cn(C)cn3)ccc2O[C@@H](C)CCCCO[C@@H]1CN(C)S(=O)(=O)c1ccccc1	4[16.7 µM]	4	2	2	1	-4	.
25	Cc1ccc(C(=O)C(C)OC(=O)Cc2c[nH]c3ccccc23)cc1 (configuration not stated)	.	-3	-5	1	6	-1	-6
26	COc1ccc(CCNC(=O)Cc2ccc3c(c2)OCO3)cc1OC	0	-5	.	.	-2	1	-2
27	C[C@H]1CN([C@@H](C)CO)C(=O)c2cccc(NC(=O)C3CCCCC3)c2O[C@@H]1CN(C)S(=O)(=O)c1ccccc1	14[16.7 µM]	1	0	-2	-1	.	-8
28	CC(C)Cn1nc(NC(=O)c2ccco2)c2cc3ccccc3nc21	.	.	0	5	.	-39	.
29	COCCCN1C(=O)C(=O)/C(=C(/O)c2ccc(S(=O)(=O)N3CCCCC3)cc2)C1c1ccc(OC)cc1 (configuration not stated)	8	-4	3	0	0	1	-1
30	CN(C)Cc1csc(NC(=O)Nc2ccccc2C(C)(C)C)n1	-7	10	.	-1	1	.	-5

Going on with the list:
entry	SMILES	miR-122 sensor	esBAF inh	SIRT5 inh	ERp5 block	Cneo AK release	ARNT TACC3 PPI	C2C12 statin
31	Cc1ccc([C@@H]2C[C@H]3[C@@H](CN2S(=O)(=O)c2ccc(C)cc2)C(=O)C[C@@H](c2ccc(Cl)cc2)N3S(=O)(=O)c2ccccc2C)cc1	2	2	-7	3	0	.	1
32	CN(C)C(=O)CN(c1ccc2c(c1)OCO2)S(C)(=O)=O	5	1	-2	-2	0	5	2
33	CN(C)CCOCCOc1ccc(Cl)c2ccccc12	4	-3	-3	2	2	2	-6
34	COC(=O)C[C@H]1CC[C@@H]2[C@H](COC[C@@H](O)CN2S(=O)(=O)c2ccccc2OC)O1	-2[16.7 µM]	-4	.	.	-1	-3	11
35	NC(N)=NS(=O)(=O)c1ccc(N)cc1	-1	0	-1	4	0	-3	3
36	CC(=O)c1cccc(NC(=O)C2C3C=CC(C4CC34)C2C(=O)O)c1 (configuration not stated)	1	-9	.	.	0	8	7
37	COc1ccc(-c2csc3ncnc(N4CCN(c5ccccc5[N+](=O)[O-])CC4)c23)cc1	-2	3	.	.	-3	12	0
38	O=C(Nc1ccc(Cl)cc1)N1C[C@H]2[C@@H](c3ccccc31)[C@@H](CO)N2CC1CCCC1	10[16.7 µM]	15	-1	-2	-7	-1	3
39	COc1ccc(CNC(=O)c2cncc(Br)c2)cc1	.	14	0	-1	0	-6	-3
40	O=C(O)c1cccc([N+](=O)[O-])c1C(=O)Nc1cccc2ccccc12	-2	-11	2	-3	8	0	2

Following part
Second line of a record: miR-122 sensor	esBAF inh	SIRT5 inh	ERp5 block	Cneo AK release	ARNT TACC3 PPI	C2C12 statin
[41] COc1ccc(NC(=S)N(CCN(C)C)C(C)c2ccncc2)cc1Cl (configuration not stated)
    9	1	-4	-6	2	11	-11
[42] C=C[C@@H]1c2ccccc2N(S(=O)(=O)c2ccc(C)cc2)[C@H](c2ccc(OC(C)=O)cc2)C1(C#N)C#N
    4	0	1	2	-1	-4	10
[43] COc1ccc(CC(=O)N/N=C/c2cc([N+](=O)[O-])cc(Br)c2O)cc1
    -5	-8	-5	-1	0	-9	2
[44] C[C@H](CO)N1C[C@H](C)[C@@H](CN(C)Cc2ccc3c(c2)OCO3)OCc2cnnn2CCCC1=O
    -4	-1&-2&-8	-2&-3	5&-1	-1&-2	4	8&-14&8
[45] O=C(C[C@H]1C[C@H]2c3cc(NC(=O)C4CCC4)ccc3O[C@H]2[C@H](CO)O1)NCC1CC1
    -1[16.7 µM]	1	5	0	1	24	-6
[46] Cc1noc(C)c1NC(=O)N(C)C[C@H]1OCCCC[C@@H](C)Oc2ccc(NC(=O)C3CCCCC3)cc2C(=O)N([C@H](C)CO)C[C@@H]1C
    4[16.7 µM]	0	-3	-3	2	-26	.
[47] CCCC(NC(=O)C(C)NC(=O)CO/N=C1\C=C2CCC3C4CCC(C(C)=O)[C@@]4(C)CCC3[C@@]2(C)CC1)C(=O)O (some centres not stated)
    1	-7	1	1	-1	-6	-8
[48] Cc1ccc(CNc2nc(NCc3ccccc3)nc3ccsc23)c(C)c1
    -6	-11	-1	0	2	.	-18
[49] O=C(NC(=S)Nc1nc(-c2cccc3ccccc23)cs1)c1cc2ccccc2o1
    .	.	-2	-2	.	-4	.
[50] O=C(Cn1cc(COc2ccc(Br)cc2)nn1)c1ccc(O)cc1
    -2	-1	3	-3	5	-6	3
[51] O=C(CCNS(=O)(=O)c1ccccc1)NNC(=O)C1COc2ccccc2O1 (configuration not stated)
    4	-6	-1	0	1	.	10
[52] Cc1nc2c(OCc3cccc(Cl)c3)cccn2c1N(C)CC1CC1
    -8	4	.	.	1	.	-220
[53] O=C(O)CCn1ncc2ccccc2c1=O
    -1	8	-2	-2	-1	-4	-1
[54] O=C(c1cc2ccccn2n1)N1CCN(c2ccccn2)CC1
    -3	11	-1	0	0	-3	9
[55] CC(C)(C)Nc1ncnc2sc(-c3ccccc3)cc12
    4	9	-1	-3	-1	-4	-26
[56] Fc1cccc(CSc2ncnc3c2oc2ccccc23)c1
    40	-3	.	.	0	-25	-11
[57] Cc1ccc(NC(=O)CN2CCN(C(=O)c3ccco3)CC2)cc1
    .	-3	-3	0	0	0	10
[58] COC(=O)[C@]1(C)N[C@H](c2ccc(-c3ccc(OC)cc3)cc2)[C@@H]2C(=O)N(C)C(=O)[C@@H]21
    8	-5	.	2	1	3	-4
[59] COc1cccc(C2Cc3ccccc3C(=O)O2)c1 (configuration not stated)
    5	.	.	.	0	-7	.
[60] Cc1noc(C)c1NC(=O)Nc1ccc2c(c1)CC(=O)N([C@H](C)CO)C[C@H](C)[C@H](CN(C)C(=O)Nc1cccc3ccccc13)O2
    0[16.7 µM]	7	0	-11	-6	0	13
